# Assay outcomes as filed in PubChem BioAssay.
# DENV2 CPE rescue – inhibitors of DENV2 cytopathic effect, primary screen, cell-based, plate reader, single concentration; DENV2-infected cells, cytopathic effect rescue; CPE inhibition, % at 9.99 µM; 350,000 compounds, 1.7% hits; AID 651640, 2012; in the data active = CPE inhibition above about 20%, passing the limit was not always enough; inconclusive = no clear call, values can overlap the other calls; tested in BHK-21 cells;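 also: 0% = median of neutral control wells and 100% = median of positive control wells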
# PAX8 inh HTS – inhibitors of PAX8-driven TPO luciferase reporter, primary screen, RMG-I cells, single concentration | SteadyGlo, 24 h | inhibition, % at 12.6 µM | 360,000 compounds, 1.2% hits | AID 652154, 2013;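 active = mean replicate inhibition at least 60% with every replicate also reaching 60%; inconclusive = only one of the two criteria is met; inactive = mean below 60% and not all replicates reaching 60%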;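 also: luciferase light reporting Pax8 driven TPO promoter activity; plate controls were median of neutral control wells for no effect and mitoxantrone controls for full effect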
# miR122 inh – miR-122 Renilla sensor signal increase in Huh7, primary screen, miR-122 inhibitor project, cell-based, single point, plate reader; 340,000 compounds, 0.3% hits; AID 602342, 2012; activation (reporter increase), % at 12.5 µM; Huh7 miR-122 Renilla luciferase sensor, 48 h; neutral wells = 0, positive control = 100;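 active = mean replicate activation score at least 90 and every replicate individually at or above 90; inconclusive = only one of the two criteria met; inactive = neither criterion met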;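 also: higher luciferase means less miR-122 activity so hits act as miR-122 inhibitors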
# CFTR F508del cor – F508del CFTR correction, initial screen, CFBE line, single point; CFBE cells, YFP halide quenching; stimulated with forskolin plus potentiator P3; % fluorescence drop versus neutral controls; activity (quench increase), % at 7.58 µM; 350,000 compounds, 0.36% hits; AID 720511, 2013;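 active = mean added fluorescence quench of at least 8% versus neutral control, with both replicates also reaching 8%; inconclusive = only one of the mean or replicate conditions met; inactive = mean below 8% and not both replicates reaching 8%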;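 also: cells transiently co-express mutant CFTR-F508del with the halide-sensitive YFP; corrector assay measuring rescue of mutant channel to the surface after 24 h compound exposure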
# INS-1E GSIS act – GLuc luminescence reporter in INS-1E cells, primary screen for activators of glucose-dependent secretion of insulin | INS-1E GLuc reporter insulin secretion, 2-3 h | activation, % at 16.6 µM | 370,000 compounds, 0.61% hits;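 active = lowest replicate activation of at least 40%, so every replicate reaches that level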;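 also: 0% = median of neutral control wells and 100% = median of IBMX positive control wells; some compounds called inactive have numbers as strong as hits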
# EWS-Fli inh – EWS/Fli-driven NR0B1 reporter inhibitors, primary screen, A673 cells, NR0B1 luciferase, luminescence, MLPCN library | viability-normalised | inhibition, % at 12.6 µM | 350,000 compounds, 0.67% hits | AID 651661, 2012;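 active = mean inhibition of at least 50% after viability correction, with every replicate also passing that limit; inconclusive = mean reaches 50% but only one of two replicates passes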;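 also: firefly luciferase signal divided by Alamar Blue viability fluorescence both relative to DMSO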
# FN deposition inh – inhibitors of fibronectin matrix deposition, primary screen, AH1F cells, Alexa488-fibronectin fluorescence, plate reader; AH1F fibroblasts, overnight; inhibition, % at 12.6 µM; 350,000 compounds, 0.086% hits; AID 743247, 2014;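 active = mean inhibition across replicates of 30% or more, regardless of how many single replicates reach that level; inconclusive = mean under 30% yet at least half of replicates reach 30%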;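 also: positive control wells lacked labelled fibronectin entirely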
#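 Assay system: AH1F fibroblasts / Quantity: 10000 cells per well / Medium: DMEM plus 2% serum, read in PBS / Reagent: labelled fibronectin 24 nM / Dosing: single dose, pinned / Times: 1 h cell attachment, overnight exposure to compound and label / Signal: fluorescence, ex 485 nm, em 525 nm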
# Active calls of the source: *; ? = inconclusive; / = not tested or not shown; & = joins results of further samples; ! = not active in a repeat; [ ] = remark or other dose.
SMILES,DENV2 CPE rescue,PAX8 inh HTS,miR122 inh,CFTR F508del cor,INS-1E GSIS act,EWS-Fli inh,FN deposition inh
COc1ccccc1NC(=O)N(C)C[C@@H]1Oc2ncc(C#CC(C)C)cc2C(=O)N([C@@H](C)CO)C[C@H]1C,1,-3,5[16.7 µM],1.7,-1,1,-8
COc1ccc(-c2cnc3c(c2)C(=O)N([C@H](C)CO)C[C@H](C)[C@@H](CN(C)C(=O)CN(C)C)O3)cc1,2,/,7[16.7 µM],-2.0,4,-13,-8
O=C1N/C(=N/N=C/c2ccccc2O)SC1Cc1ccc(F)cc1 (centres undefined),2,-7,/,0.0,30,16,8
O=C(CSc1nnc(NC2CC2)s1)c1ccc[nH]1,-8,-81,/,2.2,0,-55,2
CN(c1ccccc1C(=O)NC1CCCCC1)S(=O)(=O)c1ccccc1,-2,8,-2,-3.6,16,5,-10
COCC(=O)N(C)C[C@@H]1Oc2ncc(-c3ccccc3F)cc2C(=O)N([C@@H](C)CO)C[C@@H]1C,3,-22,/,2.0,15,1,1
CCOC(=O)c1ccc(S(=O)(=O)N2CCC(C(=O)N3CCN(c4ccccc4OC)CC3)CC2)cc1,8,-9,-9,2.0,-4,11,-9
COCc1cc(C)nc(SCC(=O)Nc2ccc3c(c2)OCCO3)c1C#N,0,-59,/,0.0,-5,-65,3
C[C@@H]1CN([C@@H](C)CO)C(=O)c2cc(NC(=O)c3ccccc3)ccc2O[C@@H](C)CCCCO[C@@H]1CN(C)Cc1ccc(C(F)(F)F)cc1,7&16,77*!,-7,0.7&-1.3,0&0,15&7,12
Cc1cccc(NC(=O)Cn2cc(C(=O)C3CC3)c3ccccc32)c1C,6,17,14,0.5,1,10,2
COc1cccc(OC)c1C(=O)NC(=S)Nc1ccc2c(c1)Cc1ccccc1-2,/,17,14,/,-8,/,3
C[C@@H]1CN([C@H](C)CO)C(=O)Cc2cc(NC(=O)CCN3CCOCC3)ccc2O[C@@H]1CN(C)C(=O)Nc1cccc2ccccc12,6,/,8[16.7 µM],-1.4,-6,8,-1
CCOC(=O)CNC(=O)COc1coc(CN2CCN(c3ccccc3)CC2)cc1=O,-4,-5,-5,1.9,3,2,0
O=C1CCC(C(=O)OCC(=O)Nc2ccccc2Br)=NN1,?,-9,0,4.0,/,-81,-2
CN1C(=O)c2cc(NC(=O)C3CC3)ccc2OC[C@@H]2O[C@@H](CC(=O)NC3CCC3)CC[C@@H]21,0,-10,22[16.7 µM],-1.8,14,1,3
CNC(=O)C[C@@H]1CC[C@H]2[C@H](COc3ccc(NC(=O)c4ccccc4Cl)cc3C(=O)N2C)O1,0,-10,10[16.7 µM],2.0,13,0,-11
Cc1ccc(NC(=O)C2CCN(S(=O)(=O)c3ccc4ccccc4c3)CC2)nc1,17,-100,-2,2.1,11,-65,-4
O=C(CCn1c(=O)oc2ccccc21)Nc1cccc([N+](=O)[O-])c1,5,-5,-5,-2.3,6,-3,7
O=C(CCl)Nc1cccc(-c2cnc3ccccc3n2)c1,/,-78,-6,/,/,/,-1
COCC#Cc1cnc2c(c1)C(=O)N([C@H](C)CO)C[C@H](C)[C@H](CN(C)C(=O)Nc1cc(F)ccc1F)O2,-1,-17,-4[16.7 µM],-2.4,4,-6,-11
Cc1ccc(-c2ccc3c(c2)O[C@@H](CN(C)C)[C@H](C)CN([C@@H](C)CO)S3(=O)=O)cc1,-12,6,3[16.7 µM],/,11,3,7
CSc1nc2ccccc2n1CC(=O)Nc1ccc(C)c(C)c1,?,33,/,-0.4,1,-18,1
Nc1sc2c(c1C(=O)NCCc1ccccc1)CCCC2,-10,-17,/,-3.5,5,-54,/
COc1ccc2c3c([nH]c2c1)[C@@H](CO)N(C(=O)C1CCC1)CC31CN(Cc2nccs2)C1,-7,-3,/,-1.5,23,10,/
CC(=O)c1c(C)[nH]c(C(=O)OCC(=O)N2CCCC2=O)c1C,5,-4,-10,-2.1,7,-3,-5
CC1(C)Cc2c(cnn2-c2ccc(F)cc2)C(NC(=O)CCN2CCCCC2=O)C1 (centres undefined),15,-9,-3,3.3,5,-8,3
CS(=O)(=O)CCC(C(=O)OCc1ccc(Cl)cc1)N1C(=O)c2ccccc2C1=O (centres undefined),/,7,/,/,-13,/,-1
C=CCNC(=O)c1ccc(OC2CCN(S(=O)(=O)N(C)C)CC2)cc1,3,-62,/,-0.6,2,-31,-3
CCCC#Cc1ccc([C@H]2[C@H]3CN(C(=O)Nc4ccccc4)CC(=O)N3[C@H]2CO)cc1,7,/,/,1.3,-9,6,/
COC(=O)[C@]12C(=O)C(C)=C(O)[C@@]1(C)C(C)=CC1[C@@]34CC[C@@H](OC(C)=O)C(C)(C)C3C(C[C@]12C)OC4=O (some centres undefined),-3,/,-2,-2.7,-2,-2,/
C[C@@H]1CN([C@H](C)CO)C(=O)c2cc(NS(=O)(=O)c3ccccc3)ccc2O[C@@H]1CN(C)CC1CCCCC1,6,6,1[16.7 µM],0.2,-1,-10,/
CCC1Oc2ccc(C)cc2N(CC(=O)NC2CCCCC2)C1=O (centres undefined),16,-7,1,0.4,4,-9,4
Cn1cccc1C(=O)OCc1ccc(C(C)(C)C)cc1,12,-78,-1,-0.8,-10,-107,0
N#Cc1c(N)nc2c(c1N)CC(=O)N2c1ccc(Cl)cc1,-2,/,/,1.4,8,-6,/
COC(=O)[C@@]12CCCCN1[C@H](c1ccc(-c3ccccc3)cc1)[C@H]1C(=O)N(C)C(=O)[C@H]12,-9,-2,-4,-2.8,/,4,6
Cc1noc(C)c1NC(=O)N(C)C[C@@H]1OCCCC[C@@H](C)Oc2ccc(NC(=O)Cc3ccccc3)cc2C(=O)N([C@@H](C)CO)C[C@H]1C,0,/,7[16.7 µM],0.3,3,-1,/
CCOc1ccc(NC(=O)CN2C(=O)C(C)SC(C)C2=O)cc1 (centres undefined),-7,5,-3,0.6,15,-3,4
COC(=O)CCNC(=O)Cc1ccc(S(=O)(=O)N2CCCCC2)s1,1,6,3,-1.3,16,-1,3
NC/C(=N\O)c1ccc(Cl)cc1Cl,4,/,-4,0.4,-6,-19,/
O=C(CCCC1=NS(=O)(=O)c2ccccc2N1)N1CCN(c2ccc(Cl)cc2)CC1,1,3,36,2.5,-1,-11,-6

# Shown with each value named: part of the list above
> COC(=O)[C@@]12CCCCN1[C@H](c1ccc(-c3ccccc3)cc1)[C@H]1C(=O)N(C)C(=O)[C@H]12
  DENV2 CPE rescue: -9	PAX8 inh HTS: -2	miR122 inh: -4	CFTR F508del cor: -2.8	INS-1E GSIS act: /	EWS-Fli inh: 4	FN deposition inh: 6

> Cc1noc(C)c1NC(=O)N(C)C[C@@H]1OCCCC[C@@H](C)Oc2ccc(NC(=O)Cc3ccccc3)cc2C(=O)N([C@@H](C)CO)C[C@H]1C
  DENV2 CPE rescue: 0	PAX8 inh HTS: /	miR122 inh: 7[16.7 µM]	CFTR F508del cor: 0.3	INS-1E GSIS act: 3	EWS-Fli inh: -1	FN deposition inh: /

# (further entries)
SMILES,DENV2 CPE rescue,PAX8 inh HTS,miR122 inh,CFTR F508del cor,INS-1E GSIS act,EWS-Fli inh,FN deposition inh
Cc1c(C)c2ccc(OCC(=O)Nc3ccccn3)cc2oc1=O,-1,-24,-1,0.4,-5,37,-11
C/C=C/c1ccccc1[C@@H]1[C@H](C#N)N(c2ncc(CC)s2)[C@H]1CO,13,4,/,0.1,-2,12,-4
CC/C(=C\c1oc2cc3ccccc3cc2[n+]1CC)Nc1ccccc1,-7,17,1,0.3,11,-4,8
Nc1cccc2c1C(=O)N(CCOc1ccc(F)cc1)C2=O,1,-174,6,0.9,-9,-62,-4
Cc1ccc(C(=O)NC(=S)NNC(=O)COc2ccccc2C)cc1,6,-12,/,/,8,9,-1
O=C(N[C@@H]1CCC(=O)N(CC[C@H](Oc2ccccc2)c2ccccc2)CC1)OCc1ccccc1,-4,7,3,-0.7,-9,-5,4
C[C@H](CO)N1C[C@H](C)[C@@H](CN(C)Cc2ccc3c(c2)OCCN3C)OCc2ccccc2-c2c(n(C)c3ccccc23)C1=O,37*,5,/,-0.7,-7,9,4
CC1Cc2ccccc2N1C(=O)c1ccc2nccnc2c1 (centres undefined),-2,16,-2,-0.3,14,/,/
CN1c2ccc(-c3cccc(F)c3)cc2[C@H]2[C@H](CCN2C(=O)c2ccncc2)[C@@H]1CO,/,-18,3[16.7 µM],0.1,-1,-9,-13
O=C(NCc1ccco1)C(=O)NCC1OCCN1S(=O)(=O)c1ccc(Cl)cc1 (centres undefined),1,13,0,1.4,15,1,6
O=C(CCC(=O)N(CC(=O)NC1CCCC1)Cc1cccs1)Nc1nccs1,/,5,-4,2.0,4,23,2
COCCN(C[C@@H]1[C@H](c2ccccc2)[C@@H](CO)N1C(=O)C1CCC1)C(C)=O,17,2,42[16.7 µM],0.9,12,-1,/
C[C@@H]1CN([C@@H](C)CO)C(=O)c2cc(NC(=O)C3CC3)ccc2O[C@@H]1CN(C)C(=O)NC1CCCCC1,-8&-1,1,-3[16.7 µM],4.1&3.2,5&6,-1&-42,0
CCc1ccccc1NC(=O)CN1CCN(C(=O)c2cc(C3CC3)nn2-c2ccccc2)CC1,7,28,-11,-0.2,/,-10,6
O=C(O)[C@H]1[C@H](CO)[C@H]2Cn3c(ccc(/C=C/c4ccccc4)c3=O)[C@H]2N1C(=O)C1CCCC1,?,7,/,-0.5,3,1,/

# Whole records, quoted from the list. Order of values: DENV2 CPE rescue, PAX8 inh HTS, miR122 inh, CFTR F508del cor, INS-1E GSIS act, EWS-Fli inh, FN deposition inh
# O=C(CCCC1=NS(=O)(=O)c2ccccc2N1)N1CCN(c2ccc(Cl)cc2)CC1 across the screens: 1, 3, 36, 2.5, -1, -11, -6
# COCC(=O)N(C)C[C@@H]1Oc2ncc(-c3ccccc3F)cc2C(=O)N([C@@H](C)CO)C[C@@H]1C across the screens: 3, -22, /, 2.0, 15, 1, 1

# Ordered by value in INS-1E GSIS act (low to high): four from the list above
Molecule,INS-1E GSIS act
C[C@H](CO)N1C[C@H](C)[C@@H](CN(C)Cc2ccc3c(c2)OCCN3C)OCc2ccccc2-c2c(n(C)c3ccccc23)C1=O,-7
Cc1c(C)c2ccc(OCC(=O)Nc3ccccn3)cc2oc1=O,-5
Cc1ccc(C(=O)NC(=S)NNC(=O)COc2ccccc2C)cc1,8
COc1ccc2c3c([nH]c2c1)[C@@H](CO)N(C(=O)C1CCC1)CC31CN(Cc2nccs2)C1,23

# Only PAX8 inh HTS, DENV2 CPE rescue and EWS-Fli inh, for 7 of the compounds above:
Structure	PAX8 inh HTS	DENV2 CPE rescue	EWS-Fli inh
CN1c2ccc(-c3cccc(F)c3)cc2[C@H]2[C@H](CCN2C(=O)c2ccncc2)[C@@H]1CO	-18	/	-9
CCOc1ccc(NC(=O)CN2C(=O)C(C)SC(C)C2=O)cc1 (centres undefined)	5	-7	-3
CN1C(=O)c2cc(NC(=O)C3CC3)ccc2OC[C@@H]2O[C@@H](CC(=O)NC3CCC3)CC[C@@H]21	-10	0	1
CCCC#Cc1ccc([C@H]2[C@H]3CN(C(=O)Nc4ccccc4)CC(=O)N3[C@H]2CO)cc1	/	7	6
Cc1ccc(C(=O)NC(=S)NNC(=O)COc2ccccc2C)cc1	-12	6	9
O=C(N[C@@H]1CCC(=O)N(CC[C@H](Oc2ccccc2)c2ccccc2)CC1)OCc1ccccc1	7	-4	-5
Cc1ccc(NC(=O)C2CCN(S(=O)(=O)c3ccc4ccccc4c3)CC2)nc1	-100	17	-65
